FID counter: counter-screen for HCV NS3 helicase inhibitors: DNA intercalator displacement. actives 0.17% (n = 290,000). DNA fluorescent intercalator displacement, fluorescence. inhibition, % at 7.9 µM; in the data active means inhibition above about 37%;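 further: 0% = vehicle and 100% = reference compound; higher means more ethidium bromide displaced from hairpin DNA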
UBC9 SUMO inh: blocks human SUMOylation mediated by UBC9; HTRF SUMOylation assay, SAE1/SAE2 + UBC9, in vitro; inhibition, % at 35 µM; actives 0.36% (n = 290,000); AID 2006; in the data active means inhibition above about 50%, passing the limit was not always enough; inconclusive means no clear call, values can overlap the other calls; further: strong numbers were not always called active
VIM-2 inh: inhibitors of Pseudomonas aeruginosa VIM-2 metallo-beta-lactamase | purified VIM-2, nitrocefin hydrolysis, epi-absorbance fluorescence | inhibition, % at 5.6 µM | actives 0.89% (n = 290,000);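 active means inhibition above the mean of all tested compounds plus 3 SD, cutoff set per screening run, cut at about 7.5% in these data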;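 further: red hydrolysis product quenches plate fluorescence so inhibitors raise well fluorescence; 0% = enzyme with DMSO and 100% = DMSO without enzyme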
IDE act: IDE (human) activation, cell-based. P14735. HEK cells, FAbeta-B cleavage, fluorescence polarization; 0% vehicle, 100% cell-free pure enzyme wells. activation, % at 5.96 µM. actives 0.073% (n = 340,000);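 active means activation above the mean of all tested compounds plus 3 SD, set per screening campaign, cut at about 17% in these data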
Target sequence (P14735 whole entry, looked up): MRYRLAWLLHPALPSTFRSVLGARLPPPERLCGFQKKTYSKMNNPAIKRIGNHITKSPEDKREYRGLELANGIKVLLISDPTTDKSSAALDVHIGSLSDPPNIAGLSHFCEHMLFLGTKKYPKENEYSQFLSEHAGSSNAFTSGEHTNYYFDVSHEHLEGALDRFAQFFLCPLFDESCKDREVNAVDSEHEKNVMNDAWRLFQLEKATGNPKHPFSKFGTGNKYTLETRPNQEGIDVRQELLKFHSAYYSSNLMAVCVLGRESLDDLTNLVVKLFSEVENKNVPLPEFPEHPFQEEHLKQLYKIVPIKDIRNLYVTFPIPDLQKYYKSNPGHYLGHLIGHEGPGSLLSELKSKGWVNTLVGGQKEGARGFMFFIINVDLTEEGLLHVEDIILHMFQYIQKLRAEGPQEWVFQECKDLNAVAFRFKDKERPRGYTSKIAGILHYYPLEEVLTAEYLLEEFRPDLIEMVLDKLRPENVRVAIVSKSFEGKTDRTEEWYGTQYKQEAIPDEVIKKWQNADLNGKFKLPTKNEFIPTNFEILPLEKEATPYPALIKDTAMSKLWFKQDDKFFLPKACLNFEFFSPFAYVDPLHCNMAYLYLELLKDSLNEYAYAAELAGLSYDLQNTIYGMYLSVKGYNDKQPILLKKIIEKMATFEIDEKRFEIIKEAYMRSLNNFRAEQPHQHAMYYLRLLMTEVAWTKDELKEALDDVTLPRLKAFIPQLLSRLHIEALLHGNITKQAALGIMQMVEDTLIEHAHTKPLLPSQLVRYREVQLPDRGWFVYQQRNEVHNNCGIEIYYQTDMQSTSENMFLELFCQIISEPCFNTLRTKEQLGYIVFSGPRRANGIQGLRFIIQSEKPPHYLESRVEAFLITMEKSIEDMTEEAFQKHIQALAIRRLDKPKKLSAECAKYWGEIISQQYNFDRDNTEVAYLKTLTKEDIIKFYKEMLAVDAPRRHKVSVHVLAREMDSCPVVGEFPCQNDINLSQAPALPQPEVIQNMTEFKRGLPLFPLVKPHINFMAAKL
PHOSPHO1 block: PHOSPHO1 (human) inhibition. actives 1.1% (n = 290,000). recombinant PHOSPHO1, absorbance phosphatase assay. Q8TCT1. inhibition, % at 13.3 µM; in the data active means inhibition above about 60%
MEKK3 PB1 HTS: MEKK3-MEK5 PB1 interaction, increase or decrease; Q99759; bead-based flow cytometry, Alexa488-MEK5 binding to MEKK3; actives lie on both sides; 0 = blocked by unlabeled MEK5, 100 = vehicle; actives 1.4% (n = 290,000); AID 1529; binding response (% of control), % at 10 µM;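 active means binding response more than 3 SD above or below the average of its plate-row segment, actives on both sides; inconclusive means wells at one plate position flagged as instrument error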;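 further: Alexa488 bead fluorescence after subtracting the streptavidin-only scavenger bead signal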
pCIP destab: compounds decreasing mouse p/CIP protein stability; F442A p/CIP-EGFP cells, EGFP fluorescence, 16 h; decrease of EGFP signal, % at 10 µM; actives 0.01% (n = 290,000);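 active means EGFP signal decrease of at least 30% at 10 µM or well 3 SD below plate mean, unless failing retest; inactive means the rest, including hits failing retest or dose response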; further: some compounds called inactive have numbers as strong as hits; many of its hits are not listed in these tables
IMP-1 inh: inhibitors of Pseudomonas aeruginosa IMP-1 metallo-beta-lactamase | purified IMP-1, nitrocefin hydrolysis, epi-absorbance fluorescence | inhibition, % at 5.6 µM | actives 0.45% (n = 290,000);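 active means inhibition above the mean plus 3 SD of all compounds in the same screening run, cut at about 4.5% in these data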;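 further: 0% = IMP-1 with DMSO and 100% = DMSO wells lacking enzyme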
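System: Purified IMP-1 | Read-out basis: Percent enzyme inhibition | Controls: IMP-1 with DMSO as 0%, enzyme-free DMSO as 100% | Replicates: One well per compound | Doses: 5.6 µM nominal single concentration | Detection: Epi-absorbance fluorescence, 480 nm excitation, 530 nm emission | Incubation: 25 °C, 15 min preincubation, 25 min reaction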
NS3 helicase inh: blocks Hepatitis C virus NS3 helicase unwinding | NS3 helicase DNA unwinding, Cy5 molecular beacon fluorescence | inhibition, % at 10.9 µM | actives 0.56% (n = 290,000) | AID 1800;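 active means inhibition above the mean of all tested compounds plus 3 SD, set per campaign, cut at about 35% in these data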;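 further: 0% = DMSO wells and 100% = thioflavine S control wells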
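Assay system: hepatitis C virus NS3 helicase domain fragment enzyme. Also added: annealed dual-labelled DNA beacon duplex, ATP-started. Timing: 1 h reaction at 25 °C, ATP-initiated. Technique: Cy5 fluorescence at 0 and 60 min, beacon hairpin quenching. Evaluation: % inhibition of unwinding. Replication: one well per compound.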
Starred values were filed as active, the others as inactive; ? = inconclusive; nt = no result given.

Every second line gives: FID counter	UBC9 SUMO inh	VIM-2 inh	IDE act	PHOSPHO1 block	MEKK3 PB1 HTS	pCIP destab	IMP-1 inh	NS3 helicase inh
- O=C(CSc1ccc(-c2cccnc2)nn1)N1CCCCCC1
    -11.0	7.0	-2.2	1.3	-28.8	121.0	10.4	-4.4	-2.3
- O=C(CC1SCCNC1=O)Nc1cc(Cl)cc(Cl)c1 (stereo not given)
    1.0	-3.0	-3.7	0.9	-18.0	99.0	-7.6	-4.1	-1.1
- O=C(Nc1nc2cc3c(cc2s1)OCO3)C1CC1
    -1.3	9.4	-0.5	0.8	51.2	99.0	-13.7	-1.9	0.7
- O=C(Nc1ccc(Cl)cn1)c1ccc(-c2ccc(Cl)c(Cl)c2)o1
    -1.5	nt	-2.3	-2.6	nt	98.0	nt	0.5	0.9
- CCOC(=O)N1CCN(C(=O)c2ccc3ccccc3c2)CC1
    -30.9	2.1	1.1	-1.1	31.1	104.0	-10.8	1.8	7.3
- COc1ccccc1NC(=O)CSc1nnc(Cn2cnc3ccccc32)o1
    -3.8	5.8	-0.2	4.3	10.2	94.0	2.4	-0.9	-0.5
- Nc1ccccc1CNc1nc(NCCO)nc2c1ncn2CCN1CCOCC1
    nt	20.4	nt	-4.8	20.4	109.0	-4.7	nt	nt
- COC(=O)Cn1ncn2cccc2c1=O
    -0.4	1.8	2.0	-0.7	-10.5	106.0	5.7	3.2	17.0
- COc1ccccc1-c1noc(CCC(=O)Nc2ccccc2Cl)n1
    -11.6	-9.6	0.6	-3.0	10.4	86.0	1.5	0.1	4.0
- COC(=O)Nc1ccc(S(=O)(=O)Nc2cc(C(F)(F)F)c[nH]c2=O)cc1
    -1.1	11.9	-2.3	5.1	22.8	108.0	-13.9	-4.6	-2.6
- COc1ccc(CN2C(=O)c3ccccc3C(/C=N\OCc3ccc(F)cc3)C2=O)cc1 (stereo not given)
    -2.5	-15.2	-3.1	1.5	-32.1	104.0	-5.3	-2.4	11.0
- O=S(=O)(Cc1ccccc1)N1CCCCC1
    -1.9	4.3	-0.6	-0.2	30.5	nt	-3.9	-3.2	2.3
- O=C(CSc1ccccc1C(=O)N1CCCCC1)NCC1CCCCC1
    -36.1	3.3	-3.8	1.6	43.1	108.0	2.7	-4.1	-6.8
- CCN(CC)C(=S)SCC(=O)Nc1nc(=O)c2ccccc2s1
    4.4	-7.3	-1.3	-1.5	-5.1	99.0	1.9	-1.8	-3.9
- CCOC(=O)NC(Nc1ccc(S(N)(=O)=O)cc1)(C(=O)OCC)C(F)(F)F (stereo not given)
    -8.1	24.6	-1.3	3.7	5.8	100.0	-1.8	-1.0	10.0
- Nc1[nH]ncc1S(=O)(=O)c1ccccc1
    -5.8	10.4	-1.6	-3.6	15.0	108.0	-3.5	-1.8	1.5
- Clc1ccc(C(c2nnnn2C2CCCCC2)N(Cc2cccnc2)Cc2ccco2)cc1 (stereo not given)
    -1.7	17.2	-0.1	6.0	1.5	109.0	-6.5	-1.9	-3.4
- O=C(COc1ccc(Cl)cc1Cl)N/N=C/c1ccc(OC2OC(CO)C(O)C(O)C2O)cc1 (stereo not given)
    -15.8	7.7	-2.3	-6.6	-15.8	100.0	-0.3	-1.2	-3.0
- Clc1ccc2nc(-c3ccccc3)c(CN3CCOCC3)n2c1
    -14.5	7.7	-3.9	3.4	19.2	94.0	-13.9	-2.4	1.6
- NC(CSCc1cccc(Br)c1)C(=O)O (stereo not given)
    -13.7	-1.5	-0.6	-2.3	4.4	100.0	-4.5	-2.6	1.7

(next part)
Every second line gives: FID counter	UBC9 SUMO inh	VIM-2 inh	IDE act	PHOSPHO1 block	MEKK3 PB1 HTS	pCIP destab	IMP-1 inh	NS3 helicase inh
- Cn1c(N/N=C2\CCCc3ccccc32)nc2c1c(=O)n(Cc1ccc(F)cc1)c(=O)n2C
    -0.1	4.6	-3.0	5.5	3.5	92.0	-12.7	-2.9	-2.4
- Nc1nc(NCCO)nc(NCC2CCCO2)c1[N+](=O)[O-] (stereo not given)
    -3.4	5.2	-1.4	2.4	7.1	85.0	-0.5	-3.5	-17.4
- CN(CCO)CCOCCOc1cccc2ccccc12
    7.8	5.8	1.0	7.4	-11.6	105.0	0.3	-1.6	-6.2
- C(=C\c1ccco1)/c1nc2ccccc2[nH]1
    -5.2	40.7	-2.4	-3.7	30.4	98.0	-17.5	-3.8	17.4
- O=C1CN2CCC1C/C2=C\c1ccnc2c(Cl)cccc12 (stereo not given)
    -0.7	9.0	-0.7	5.4	20.3	98.0	5.2	-1.6	-4.5
- N#CCc1cnc2ccccc2n1
    0.1	13.5	-1.1	-1.4	20.3	105.0	1.0	-0.5	5.9
- Cc1cc(C)c(C#N)c(SCC(O)COc2ccc(Br)cc2)n1 (stereo not given)
    -25.0	-9.1	-0.2	0.1	27.0	100.0	-5.5	-2.3	-7.5
- O=[N+]([O-])c1cc(F)c(N2CCOCC2)cc1N1CCCCC1
    -0.5	1.1	-4.4	0.4	21.6	97.0	-10.8	-1.3	3.5
- O=Cc1coc2c(ccc3ccccc32)c1=O
    12.8	12.0	0.7	nt	50.4	102.0	-0.2	31.9*	35.2
- OC[C@H]1OC(Nc2ccc(N=Nc3ccccc3)cc2)[C@@H](O)[C@@H](O)[C@@H]1O (stereo not given in full)
    3.8	6.8	2.0	3.4	32.2	?	-5.8	1.0	4.4
- Clc1ccc(-c2nnc3n2CCCS3)cc1
    -1.5	1.3	-1.5	0.5	16.0	95.0	5.7	-2.6	-6.6
- COc1ccc(OC)c(CCNC(=O)Cc2ccc(NC3=NC4CS(=O)(=O)CC4S3)cc2)c1 (stereo not given)
    -11.2	15.5	-1.3	-19.7	12.3	100.0	-9.2	-0.2	-5.6
- O=C(Nc1cccc(F)c1)C1CCCN(c2cnccn2)C1 (stereo not given)
    -7.0	17.5	-1.2	-4.2	26.3	103.0	3.7	-0.5	9.1
- C/C=C/c1ccc(OCC(=O)Nc2ccncc2)c(OC)c1
    -10.4	11.6	-0.8	1.9	36.9	107.0	-15.3	-0.9	-3.0
- COc1cc2c(cc1OC)C(C1(O)CCCCC1)NCC2 (stereo not given)
    -6.1	20.4	-0.8	1.8	29.0	89.0	0.8	-1.6	-4.4
- NC(=O)NC(c1ccccc1)c1cccc2ccccc12 (stereo not given)
    -9.4	12.1	-1.0	4.2	7.2	79.0	-1.8	0.3	5.2
- COc1ccc(NC(=O)c2ccc3c(c2)OCCO3)cc1OC
    -12.1	-12.2	-1.7	4.1	37.0	101.0	-1.0	-2.6	1.6
- Cc1ccc(S(=O)(=O)N2CCC(C(=O)NCCN3CCOCC3)CC2)cc1C
    -4.8	3.2	1.3	2.1	31.8	100.0	-9.9	-0.9	-0.9
- COc1cc(NS(=O)(=O)c2ccc(N/C=C\C(=O)c3ccc(C)cc3)cc2)nc(OC)n1
    -9.5	nt	1.2	-0.6	nt	104.0	nt	-2.7	16.0
- CCN(CC(=O)N1CCOCC1)S(=O)(=O)c1cc(Cl)ccc1Cl
    -3.7	5.0	-0.3	1.5	23.8	101.0	-0.4	-1.8	-3.7

Additional records follow.
Every second line gives: FID counter	UBC9 SUMO inh	VIM-2 inh	IDE act	PHOSPHO1 block	MEKK3 PB1 HTS	pCIP destab	IMP-1 inh	NS3 helicase inh
- Cc1cc(C(=O)Nc2ccccc2Cl)c2ccccc2n1
    -11.2	-3.6	-2.6	-2.6	39.5	96.0	0.6	-5.5	-5.9
- CCn1c(SCC(=O)Nc2ccccc2)nnc1-c1cccs1
    -12.8	17.2	0.5	6.0	10.0	116.0	-5.2	-2.2	-4.6
- CC1CCc2c(sc3ncn(CC(=O)N=Nc4c(O)[nH]c5ccccc45)c(=O)c23)C1 (stereo not given)
    -3.0	12.1	-2.6	6.3	48.3	90.0	2.1	-1.7	-7.0
- CCOCCCNC(=O)Cn1cnc2sc(C)c(S(=O)(=O)N3CCN(c4ncccn4)CC3)c2c1=O
    -7.6	12.4	-1.9	3.4	1.8	102.0	10.6	-2.5	15.1
- S=C(NCc1ccccc1)N1CCc2ccccc2C1
    -6.7	-5.1	0.2	2.0	-21.8	97.0	7.8	0.3	9.0
- C=CCn1c(SCC(N)=O)nnc1-c1cc(Br)ccc1O
    -7.2	-12.2	-2.2	-3.8	10.9	100.0	-0.9	-1.2	-0.2
- c1ccc2c(c1)nc1n2C2(N3CCOCC3)CCCC2C1N1CCOCC1 (stereo not given)
    nt	17.5	nt	-0.3	17.2	nt	-8.6	nt	nt
- O=C(O)CCCC(=O)N1CCN(c2ncccn2)CC1
    -0.9	7.9	-2.8	nt	-5.9	100.0	1.6	-1.1	-4.7
- Cc1ccc(S(=O)(=O)Nc2ccc3c(c2)n(C)c(=O)n3C)c(C)c1
    -12.6	8.1	-2.1	10.0	35.4	109.0	2.0	-0.8	14.2
- O=C(Cn1cnc2c(nnn2Cc2ccc(Cl)cc2)c1=O)OCc1ccccc1
    3.4	9.5	-5.3	-1.4	17.0	106.0	-4.2	-2.5	-4.5
- O=C(CCc1nnc2ccc(N3CCC4(CC3)OCCO4)nn12)Nc1ccc(F)cc1
    -38.6	-0.6	-1.8	2.1	17.1	101.0	12.2	-2.7	1.0
- CC1(C)C2(C#N)C(N)=NC3(OCCO3)C12C#N (stereo not given)
    -0.6	15.0	-0.4	-0.5	15.4	101.0	-5.0	-1.8	-5.3
- O=C(O)c1ccc(CSc2ncn[nH]2)cc1
    4.4	1.4	-1.4	4.3	-21.9	114.0	2.7	-3.1	-0.7
- COC(=O)NC1CSCC1OC(=O)CN1C(=O)c2ccccc2C1=O (stereo not given)
    -9.0	-0.6	-0.5	-0.3	20.9	96.0	-2.9	-3.0	-2.5
- C/C(C/C(C)=C1/SC(=S)NC1=O)=C1\SC(=S)NC1=O
    -10.2	36.3	1.3	-8.9	8.6	93.0	7.6	0.3	28.8
- COC(=O)Cn1c2c(c3cc(C)ccc31)CCCC2
    nt	0.0	nt	0.5	2.8	108.0	8.0	nt	nt
- CC(C)OC(=O)c1cn(-c2ccccc2)nc1-c1ccco1
    -26.5	15.0	-1.1	0.6	13.2	101.0	-8.5	3.9	17.0
- O=C(O)C1C2C=CC(O2)C1C(=O)Nc1ccc(S(=O)(=O)N2CCc3ccccc32)cc1 (stereo not given)
    -1.3	18.9	-0.4	-25.7	5.0	96.0	-4.9	2.7	-5.6
- CCOc1c(C(N)=O)c(-c2ccccc2)c2c(=O)[nH]c3ccccc3n12
    3.1	10.7	0.3	-0.2	-11.6	102.0	1.9	-1.8	4.8
- CN(C)c1cc[nH]c(=O)c1C#N
    3.7	13.8	-0.5	2.0	-17.7	99.0	-10.8	-7.9	-9.8
- Cc1c(C(=O)O)cccc1-c1ccc(/C=C2\SC(=O)NC2=O)o1
    -6.3	52.3	4.0	0.1	39.0	104.0	6.2	0.2	45.4*
- CN(c1ccc(C(=O)NC2CCCC2)cc1)S(=O)(=O)c1ccc(Cl)cc1
    -40.0	-0.9	0.3	4.3	41.4	104.0	-37.5	0.7	-4.4
- O=C(c1ccccn1)N1CCN(S(=O)(=O)c2ccc(F)cc2)CC1
    7.3	-3.6	-1.4	4.5	11.9	93.0	-5.0	-2.1	8.4

A portion of the library; the hit share may differ from the screen's.
